# LAP4 TOR yeast: modulators of TOR pathway LAP4-GFP in S. cerevisiae; S. cerevisiae LAP4-GFP multiplex, flow cytometry GFP, 3 h; median GFP as percent of DMSO wells; GFP response vs DMSO, % at 10 µM; 320,000 compounds, 0.34% hits;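 active means GFP response vs DMSO above a set limit, about the screen mean plus 3 SD, cut at about 150% in these data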
# proCasp3 act: activates human procaspase-3. P42574. AID 463141. activation, % at 8.5 µM. recombinant procaspase-3 D3A, Ac-DEVD-pNA absorbance 405 nm. 330,000 compounds, 0.11% hits;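 active means activation above the mean of all tested compounds plus 3 SD, cut at about 21% in these data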;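 further: 0% = DMSO alone and 100% = DMSO wells spiked with extra 5 µM PC-3 D3A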
# Target sequence (P42574 whole entry D9A/D28A/D175A): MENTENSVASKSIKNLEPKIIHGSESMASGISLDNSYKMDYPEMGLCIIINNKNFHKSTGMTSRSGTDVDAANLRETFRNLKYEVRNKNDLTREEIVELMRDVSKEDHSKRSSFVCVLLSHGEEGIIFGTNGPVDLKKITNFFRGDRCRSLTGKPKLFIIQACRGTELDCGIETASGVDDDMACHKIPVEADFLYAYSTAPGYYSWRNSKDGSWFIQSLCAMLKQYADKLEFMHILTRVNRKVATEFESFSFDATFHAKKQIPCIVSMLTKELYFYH
#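 material = Procaspase-3 D3A mutant | probe or stimulus = Ac-DEVD-pNA | compound = single dose, 8.5 µM nominal compound, 0.8% DMSO | timing = 1 h preincubation, 2 h reaction | measured by = 405 nm absorbance of p-nitroaniline, reads at 0 and 120 min | benchmarks = DMSO-only low control, 5 µM PC-3 D3A high control | repeats = singlicate, each compound tested once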
# AHR activator: activators of human aryl hydrocarbon receptor; P35869; AHR-responsive luciferase reporter cells, luminescence; activation, % at 5 µM; 320,000 compounds, 2.5% hits; AID 2796; in the data active means activation above about 47%;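 further: 0% = vehicle wells and 100% = reference agonist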
# RPL19A-GFP yeast: yeast TOR pathway RPL19A-GFP modulation; S. cerevisiae RPL19A-GFP strain, flow cytometry, 3 h; active compounds read low; 330,000 compounds, 0.3% hits; percent response vs DMSO, % at 10 µM;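 active means percent response vs DMSO below 50%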;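 further: median channel GFP fluorescence of the barcoded RPL19A-GFP strain; ratio of sample median GFP to plate DMSO average so 100% = DMSO; lower means less RPL19A-GFP as with rapamycin TOR inhibition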
# MEP2 TOR yeast: yeast TOR pathway MEP2-GFP modulation | S. cerevisiae MEP2-GFP strain, flow cytometry GFP, 3 h; 100% = DMSO control level | GFP response vs DMSO, % at 10 µM | 330,000 compounds, 0.51% hits | AID 2016;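 active means GFP response versus DMSO above a set limit, roughly screen mean plus 3 SD, cut at about 180% in these data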;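 further: median GFP fluorescence of the barcode-gated MEP2-GFP cells per well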
# Yeast superoxide: lowers age-related superoxide in aged yeast cells; S. cerevisiae aged cells, superoxide DHE fluorescence; active compounds read low; superoxide response (% of plate mean), % at 10 µM; 330,000 compounds, 0.18% hits; AID 2690;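 active means superoxide response under a set limit, about three screen SD below normal, cut at about 65% in these data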;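 further: yeast aged for seven days with compound at 30 °C before DHE staining; 100% = average MFI of all compound-treated wells on the plate with controls excluded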
# GASC-1 inh: inhibitors of human GASC-1 (JMJD2C) demethylase | AID 2099 | GST-JMJD2C(1-420) H3K9me3 demethylation, DELFIA europium | inhibition, % at 2.35 µM | 330,000 compounds, 0.069% hits;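 active means more than half of a compound's replicate wells show inhibition beyond 50%, single wells judged on their own value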;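 further: signal counts dimethyl H3K9 product captured on neutravidin plate; 0% = median of DMSO wells and 100% = 0.3 times that DMSO median; strong numbers were not always called active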
# Target sequence (Q9H3R0 1-420 limits assumed): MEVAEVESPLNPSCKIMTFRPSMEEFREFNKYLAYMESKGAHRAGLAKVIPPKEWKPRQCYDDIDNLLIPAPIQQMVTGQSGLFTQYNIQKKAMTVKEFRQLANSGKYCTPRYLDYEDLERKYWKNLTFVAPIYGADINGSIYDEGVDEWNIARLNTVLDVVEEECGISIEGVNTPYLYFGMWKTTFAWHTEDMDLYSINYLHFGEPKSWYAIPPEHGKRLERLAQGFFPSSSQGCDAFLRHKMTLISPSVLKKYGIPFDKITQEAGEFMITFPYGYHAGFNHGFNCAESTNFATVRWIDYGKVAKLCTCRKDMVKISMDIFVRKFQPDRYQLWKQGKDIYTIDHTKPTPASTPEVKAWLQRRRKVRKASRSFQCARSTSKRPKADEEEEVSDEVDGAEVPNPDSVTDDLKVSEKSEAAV
# procasp7 counter: counter-screen for procaspase-3 activators: activators of human procaspase-7; recombinant procaspase-7, Ac-DEVD-pNA absorbance 405 nm; D23A/D198A/D206A triple mutant, cannot self-cleave; scale: DMSO 0, 5 µM enzyme 100; activation, % at 8.5 µM; AID 463210; P55210; 330,000 compounds, 0.093% hits;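 active means percent activation above the screen-wide mean plus 3 SD, cut at about 25% in these data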
# Target sequence (P55210 whole entry D23A/D198A/D206A): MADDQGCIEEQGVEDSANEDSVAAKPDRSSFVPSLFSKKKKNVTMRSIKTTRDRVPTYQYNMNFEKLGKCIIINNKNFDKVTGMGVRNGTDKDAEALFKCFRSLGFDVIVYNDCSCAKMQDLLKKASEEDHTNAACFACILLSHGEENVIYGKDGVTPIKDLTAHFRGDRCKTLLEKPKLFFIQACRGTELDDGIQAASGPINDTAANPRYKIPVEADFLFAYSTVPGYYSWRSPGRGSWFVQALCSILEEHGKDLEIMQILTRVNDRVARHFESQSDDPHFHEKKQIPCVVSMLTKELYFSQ
#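 Test system: Procaspase-7 triple mutant (PC-7 D3A). Also added: Ac-DEVD-pNA substrate, 400 µM as added. Schedule: 1 h enzyme–compound preincubation and 2 h substrate reaction, both 25 °C. Signal: p-Nitroaniline absorbance at 405 nm, read at 0 and 120 min. Control set: low DMSO alone, high DMSO plus 5 µM PC-7.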
# * marks the source's active call; other numbers are inactive results; . = not tested or not shown; & = joins results of further samples.
1: CCOC(=O)c1cnc2c(ccc3ccccc32)c1NCCCN(C)C
2: COc1cc(/C=N/NC(=O)c2cc(C)oc2C)ccc1O
3: Cc1ccc(C(=O)O/N=C(\N)Cc2cccs2)c(Cl)c1
4: Cc1cc(C(=O)CSc2nnc(Cc3ccccc3)o2)c(C)n1Cc1ccc2c(c1)OCO2
5: CSc1sc(C(=O)NNC(=O)c2ccc(Cl)cc2)c2c1C=CCC2
6: Cn1c(=S)oc2ccccc21
7: Cn1nc([N+](=O)[O-])nc1Sc1ccc(Cl)cc1
8: COc1ccc(OC)c(NC(=O)COC(=O)Cc2ccc(Br)cc2)c1
entry no.	1	2	3	4	5	6	7	8
LAP4 TOR yeast	90	83	232*	104	112	96	102	122
proCasp3 act	3	8	-2	4	-5	-5	3	6
AHR activator	-1	17	-10	2	3	-3	3	-1
RPL19A-GFP yeast	102	103	87	98	94	93	110	97
MEP2 TOR yeast	101	103	108	106	89	93	100	103
Yeast superoxide	98	107	110	107	62*	105	115	104
GASC-1 inh	3	-23	4	-24&3	29	-7	0	-36
procasp7 counter	-3	0	2	4	4	5	10	2

# The last 4 compounds of the part before open the next one:
5: CSc1sc(C(=O)NNC(=O)c2ccc(Cl)cc2)c2c1C=CCC2
6: Cn1c(=S)oc2ccccc21
7: Cn1nc([N+](=O)[O-])nc1Sc1ccc(Cl)cc1
8: COc1ccc(OC)c(NC(=O)COC(=O)Cc2ccc(Br)cc2)c1
9: Cc1cccc(N2C(=O)CC(Sc3ccccc3C(=O)O)C2=O)c1 (stereo not given)
10: C#CCOCCOCCOCCNc1nc(N2CCN(C(=O)C(CCC(=O)O)n3cc(C(N)CC(C)C)nn3)CC2)nc(N2CCN(C(=O)C(Cc3cc4ccccc4[nH]3)n3cc(C(N)Cc4ccc(O)cc4)nn3)CC2)n1 (stereo not given)
11: COc1cccc(-c2coc3cc4oc(=O)c(CC(=O)O)c(C)c4cc23)c1
12: Cc1ccc(CN2CCN(Cc3cnc(C)[nH]3)CC2CCO)cc1 (stereo not given)
13: Cc1ccc(N=Nc2[nH]c3ccccc3c2O)cc1
14: CCc1ccc(NC(=O)C2CCN(C(=O)N3CCOc4ccccc43)CC2)cc1
15: CN(CC(=O)Nc1ccc(S(=O)(=O)N2CCCC2)cc1)Cc1ccc(Cl)c(Cl)c1
16: CC(OC(=O)[C@@H](NC(=O)c1ccco1)C(C)C)C(=O)Nc1ncc(Cl)cc1Cl (stereo not given in full)
entry no.	5	6	7	8	9	10	11	12	13	14	15	16
LAP4 TOR yeast	112	96	102	122	118	108	92	96	107	111	104	99
proCasp3 act	-5	-5	3	6	-27	10	2	-3	-3	-2	4	7
AHR activator	3	-3	3	-1	-1	12	0	3	77*	1	0	0
RPL19A-GFP yeast	94	93	110	97	97	104	99	94	101	100	111	103
MEP2 TOR yeast	89	93	100	103	93	94	92	103	107	93	106	107
Yeast superoxide	62*	105	115	104	97	100	103	105	95	102	95	83
GASC-1 inh	29	-7	0	-36	-4	-11	6	0	-2	4	1	4
procasp7 counter	4	5	10	2	-12	0	13	3	-7	3	-1	14

17: Cc1c(NC(=O)CSCc2ccccc2)cccc1C(=O)O
18: Cc1c(N(C)S(=O)(=O)c2cc(C(=O)NCC3CCCO3)ccc2Cl)c(=O)n(-c2ccccc2)n1C (stereo not given)
19: Cc1cc(C)cc(NC(=O)C2CC(=O)n3ncnc3N2)c1 (stereo not given)
20: CCC(=O)N1CCN(CCN=CC2=C(O)CC(c3cccs3)CC2=O)CC1 (stereo not given)
21: OCc1n[nH]c(CO)n1
22: O=C(Nc1ccc2c(c1)OCCO2)c1cccnc1Oc1ccccc1
23: CCOC(=O)c1c(NC(=O)CSc2nnc(-c3ccco3)o2)sc(C)c1C
24: N#CCSc1nnc(COc2ccccc2)n1-c1ccccc1
entry no.	17	18	19	20	21	22	23	24
LAP4 TOR yeast	93	94	106	102	102	100	112	102
proCasp3 act	-3	-9	2	-2	4	-13	5	1
AHR activator	8	-3	0	2	-1	19	2	1
RPL19A-GFP yeast	99	97	96	102	103	93	105	102
MEP2 TOR yeast	98	99	95	106	109	82	103	104
Yeast superoxide	116	104	89	94	80	90	108	105
GASC-1 inh	-3	-1	-6	5	-1	1	4	5
procasp7 counter	6	1	8	-3	-7	7	-13	12

25: CC(=O)c1ccc(NC(=O)c2ccc3nc(C)sc3c2)cc1
26: COCCNC(=O)c1cn(C(C)c2ccccc2F)nn1 (stereo not given)
27: CCCc1cc(=O)[nH]c(SCC(=O)NC2CCCc3ccccc32)n1 (stereo not given)
28: CC(CCc1ccccc1)NC(=O)c1cccc(F)c1 (stereo not given)
29: CCCCNC(=O)c1cc2c(-c3ccc(Cl)cc3)nn(C)c2s1
30: O=C(N=Nc1c(O)[nH]c2ccccc12)c1cccs1
31: COc1cccc(OCc2cc(C(=O)NCCN3CCCCC3CO)no2)c1 (stereo not given)
32: Cc1ccc(N2C(=NC(=O)c3ccccc3)SC3CS(=O)(=O)CC32)cc1 (stereo not given)
entry no.	25	26	27	28	29	30	31	32
LAP4 TOR yeast	103	93	101	87	157*	108	85	95
proCasp3 act	7	8	-4	0	1	1	0	6
AHR activator	-10	1	1	0	50*	40	3	0
RPL19A-GFP yeast	104	102	96	101	105	99	99	105
MEP2 TOR yeast	109	102	97	106	216*	97	86	97
Yeast superoxide	101	95	86	115	109	91	91	91
GASC-1 inh	-3	6	0	13	7	3	-1	9
procasp7 counter	-5	-1	9	8	7	-4	-3	-5

# Record cards, from the list above. Values in the order: LAP4 TOR yeast | proCasp3 act | AHR activator | RPL19A-GFP yeast | MEP2 TOR yeast | Yeast superoxide | GASC-1 inh | procasp7 counter
# CC(CCc1ccccc1)NC(=O)c1cccc(F)c1 (stereo not given) in the list: 87 | 0 | 0 | 101 | 106 | 115 | 13 | 8
# COCCNC(=O)c1cn(C(C)c2ccccc2F)nn1 (stereo not given) in the list: 93 | 8 | 1 | 102 | 102 | 95 | 6 | -1

# (next part)
33: CCCCn1nc(C(=O)NC2CCCCCC2)c2ccccc2c1=O
34: CCCCN(C)C(=O)c1cn(C)c2ccc(S(=O)(=O)N3CCC(C)CC3)cc2c1=O
35: Cn1c(-c2cccc(Br)c2)n[nH]c1=O
36: CCOc1ccc(C(=O)NCC(=O)OCCCC(=O)c2ccc(F)cc2)cc1OCC
37: Oc1cc(-c2cccnc2)cc2cccnc12
38: CS(=O)CSc1nc2c(cc1C#N)CCCC2 (stereo not given)
39: C[C@H](NC(=O)Cc1ccccc1)C(=O)N1CCC2(CC1)NCCc1[nH]cnc12
40: O=C(CCCN1C(=O)c2cccc3cccc(c23)C1=O)N1CCN(c2ccc(F)cc2)CC1
entry no.	33	34	35	36	37	38	39	40
LAP4 TOR yeast	100	106	102	104	114	102	89	118
proCasp3 act	-2	6	-1	3	7	6	-3	-1
AHR activator	1	0	0	1	4	4	0	-3
RPL19A-GFP yeast	99	104	99	100	84	99	94	96
MEP2 TOR yeast	104	110	106	102	92	114	94	110
Yeast superoxide	80	95	103	96	71	91	84	97
GASC-1 inh	-1	-1	-23	2	-21	3	3	0
procasp7 counter	-4	7	8	18	0	-7	2	4

41: c1ccc2c(c1)CCN(c1nc(CN3CCOCC3)nc3sc4c(c13)CCCC4)C2
42: O=C1Nc2cc(C(=O)NCCCN3CCOCC3)ccc2S/C1=C/c1ccccc1F
43: O=C(Nc1ccc(Cl)cn1)C1CCN(S(=O)(=O)c2cccs2)CC1
44: CC(CC(=O)NCCc1ccc(S(N)(=O)=O)cc1)c1ccccc1 (stereo not given)
45: CCC(C)[C@H](NC(=O)N1CC(=O)Nc2ccccc21)C(=O)N[C@H](C(=O)O)c1ccccc1 (stereo not given in full)
46: O=C(NC1CCCCC1)C(c1ccncc1)N(C(=O)Cn1nnc(-c2cccs2)n1)C1CCCC1 (stereo not given)
47: Cc1cc(C)n2nc(C(=O)OCC(=O)c3cc(C)n(C)c3C)nc2n1
48: Fc1ccc2c(c1)C(c1ccncc1)=NNC(c1ccccc1)=N2
entry no.	41	42	43	44	45	46	47	48
LAP4 TOR yeast	77	98	107	85	107	99	99	95
proCasp3 act	-3	4	1	-2	4	-6	-2	5
AHR activator	-4	-5	-3	0	1	0	0	8
RPL19A-GFP yeast	94	102	100	93	98	99	102	105
MEP2 TOR yeast	91	108	100	93	100	101	100	103
Yeast superoxide	101	110	89	107	130	91	99	102
GASC-1 inh	14	-9	-11	-4	2	4	-7	2
procasp7 counter	3	-4	3	7	-2	4	1	3

49: CCCCNC(=O)Nc1nnc(SCC(=O)OCC)s1
50: COc1ccc(CN2CCNC(=O)C2CC(=O)N2CCCN(C(C)=O)CC2)c(OC)c1 (stereo not given)
51: Cc1ccc(-c2sc(-c3ccccc3)nc2CC(=O)Nc2ccccc2F)cc1
52: COc1ccc(C)cc1NC(=O)CSc1nnc(-c2cc(C)[nH]n2)n1N
53: Cc1cccn2cc(CCNS(=O)(=O)c3cccc([N+](=O)[O-])c3)nc12
54: COc1cccc(C(=O)/C=C/Nc2ccc(S(=O)(=O)Nc3ncccn3)cc2)c1
55: Cc1cc(=O)oc2cc(OCC(=O)N3CC[C@@]4(O)CCCC[C@H]4C3)ccc12
56: O=C(CCc1nc(-c2ccc(Cl)cc2)no1)NCc1ccccc1CN1CCOCC1
entry no.	49	50	51	52	53	54	55	56
LAP4 TOR yeast	90	93	89	98	120	.	98	92
proCasp3 act	0	-3	-3	1	8	-14	2	10
AHR activator	-2	2	6	0	0	9	0	0
RPL19A-GFP yeast	103	95	101	98	98	.	96	98
MEP2 TOR yeast	111	86	110	101	102	.	98	97
Yeast superoxide	98	173	100	73	113	96	79	100
GASC-1 inh	-3	10	7	7	4	6	4	0
procasp7 counter	-1	2	-6	-6	5	-8	-6	11

57: O=C1CC(C(=O)N(CC2CCCO2)C(C(=O)NC2CCCCC2)c2ccncc2)CS1 (stereo not given)
58: CCOc1ccc(C(=O)CCCC(=O)c2ccc(OCC)cc2)cc1
59: COCCn1cc(C(=O)NCc2ccco2)c2c3ccccc3n(C)c2c1=O
60: Cc1cc(C(=O)N2CCCC(N3CCN(c4cccc(C(F)(F)F)c4)CC3)C2)n[nH]1 (stereo not given)
61: CC(CN1CCC(n2nccc2NC(=O)c2ccccc2Cl)CC1)c1ccccc1 (stereo not given)
entry no.	57	58	59	60	61
LAP4 TOR yeast	95	85	101	101	116
proCasp3 act	11	-3	2	-6	3
AHR activator	-2	5	6	8	-2
RPL19A-GFP yeast	105	101	98	106	99
MEP2 TOR yeast	102	99	94	104	102
Yeast superoxide	99	98	77	90	104
GASC-1 inh	-6	-1	1	1	-7
procasp7 counter	-9	-1	6	14	6

# Compound activity from PubChem BioAssay.
